Source: PubChem BioAssay (several laboratories)
SMARCA2 activ: SMARCA2 function activation, primary screen | activation, % at 9.1 µM | 370,000 tested, 1% active | MG213 cells, MMTV-luciferase reporter, dexamethasone, overnight; in the data active means activation above about 7.8%;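 further: 0% = vehicle wells and 100% = reference activator wells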
ssDAF-12 act: S. stercoralis DAF-12 activation, primary screen; HEK293 ssDAF-12/GRIP1 lit1-tk-luc reporter, luminescence; % of 3 µM dafachronic acid response; activation, % at 6.8 µM; 370,000 tested, 1% active;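 active means activation above the mean over all tested compounds plus 3 SD, cut at about 0.9% in these data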;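 further: 0% = DMSO-only wells and 100% = 3 µM delta7-dafachronic acid wells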
GC-B act: GC-B (human) receptor activation; AID 1920062; 370,000 tested, 0.11% active; activation, % at 10 µM; P20594; HEK293-GC-B cells, CNP EC30, cGMP TR-FRET; 0% at EC30 CNP, 100% saturating CNP;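 active means activation at 10 µM reaching about 35% in either raw or pattern-adjusted values, limit read from the data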
Target sequence (P20594 whole entry, looked up): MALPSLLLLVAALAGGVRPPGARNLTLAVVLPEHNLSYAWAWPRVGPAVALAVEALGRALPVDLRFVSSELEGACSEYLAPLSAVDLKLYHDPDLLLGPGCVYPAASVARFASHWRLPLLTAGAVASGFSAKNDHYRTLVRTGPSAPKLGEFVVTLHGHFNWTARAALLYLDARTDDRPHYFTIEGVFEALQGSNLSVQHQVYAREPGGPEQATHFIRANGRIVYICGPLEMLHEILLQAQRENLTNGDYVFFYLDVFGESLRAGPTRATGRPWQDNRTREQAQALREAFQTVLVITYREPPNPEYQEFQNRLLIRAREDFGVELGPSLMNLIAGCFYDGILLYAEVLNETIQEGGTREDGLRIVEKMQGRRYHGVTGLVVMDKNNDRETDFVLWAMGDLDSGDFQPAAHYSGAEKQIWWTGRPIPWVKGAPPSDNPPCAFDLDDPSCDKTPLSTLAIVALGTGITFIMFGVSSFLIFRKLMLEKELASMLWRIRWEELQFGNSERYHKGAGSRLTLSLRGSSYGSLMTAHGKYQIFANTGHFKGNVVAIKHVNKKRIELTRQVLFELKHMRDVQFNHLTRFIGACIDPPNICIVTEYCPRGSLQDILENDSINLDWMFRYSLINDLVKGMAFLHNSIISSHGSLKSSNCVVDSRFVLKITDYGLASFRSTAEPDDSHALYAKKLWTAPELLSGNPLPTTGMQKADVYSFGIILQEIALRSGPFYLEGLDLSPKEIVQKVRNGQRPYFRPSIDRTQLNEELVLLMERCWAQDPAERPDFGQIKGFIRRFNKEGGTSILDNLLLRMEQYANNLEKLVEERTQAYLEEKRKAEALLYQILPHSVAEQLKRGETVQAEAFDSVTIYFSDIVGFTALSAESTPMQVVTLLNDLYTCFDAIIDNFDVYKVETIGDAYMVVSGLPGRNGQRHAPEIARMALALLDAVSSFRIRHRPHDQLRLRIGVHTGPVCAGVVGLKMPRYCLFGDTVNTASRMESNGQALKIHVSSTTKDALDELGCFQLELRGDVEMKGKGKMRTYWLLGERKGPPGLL
hgDAF12 agonist: hgDAF-12 agonism, primary luciferase screen; activation, % at 6.8 µM; HEK293 GAL4-hgDAF12 UAS-luciferase reporter, agonist luminescence; normalized to butyrate control; 370,000 tested, 1.8% active;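 active means activation above a cutoff set at the mean of all screened compounds plus 3 SD, cut at about 10% in these data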;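 further: 0% = DMSO wells and 100% = sodium butyrate wells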
hcDAF-12 act: activators of H. contortus DAF-12 nuclear receptor; HEK293 hcDAF-12 lit1-tk-luc reporter, luminescence; 0% DMSO, 100% Δ7-dafachronic acid; activation, % at 6.8 µM; 370,000 tested, 1.4% active;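 active means activation above the mean of all tested compounds plus 3 SD, cut at about 5.5% in these data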;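 further: 100% = response to 3 µM Δ7-dafachronic acid high control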
FXN GAA850 act: increases GAA850 frataxin promoter reporter activity; activation, % at 6 µM; HEK293 lucGAA850 FXN promoter luciferase reporter, 24 h; percent of 10 µM SAHA response; AID 540364; 360,000 tested, 0.56% active;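 active means activation above the average of all compounds screened plus 3 SD, cutoff fixed separately per campaign, cut at about 7.5% in these data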;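 further: 0% = DMSO wells and 100% = 10 µM SAHA wells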
sPLA2-III inh: Blocks human group III sPLA2 activity; Q9NZ20; QFRET BODIPY PC-A2 liposome hydrolysis, fluorescence; inhibition, % at 12.2 µM; 370,000 tested, 0.56% active;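 active means inhibition above mean plus 3 SD of compounds lying within the high and low control bounds, cut at about 19% in these data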;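 further: 0% = median of test compound wells and 100% = no enzyme DMSO wells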
DAX1 inh-1: blocks DAX1 repression of SF-1 activated StAR promoter. HEK293T StAR-luciferase reporter, SF-1/DAX-1 repression relief. inhibition, % at 6.8 µM. 370,000 tested, 1.1% active. AID 652010;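 active means inhibition above the mean over all tested compounds plus 3 SD, cut at about 3.6% in these data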;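 further: 0% = DAX-1 cells with DMSO and 100% = cells lacking DAX-1 with DMSO; higher inhibition means more luminescence from relief of DAX-1 repression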
NPR1 activator: GC-A (human) enzyme activation; P16066; HEK293 GC-A cells, cGMP TR-FRET, EC30 ANP; 0% at EC30 ANP, 100% saturating ANP; activation, % at 10 µM; 370,000 tested, 0.14% active; AID 1671463; in the data active means activation above about 40%
DAX1 inh-2: NR0B1 (DAX1) inhibition | P51843 | HEK293 Gal4-DAX1 luciferase reporter, luminescence | inhibition, % at 6.75 µM | 340,000 tested, 0.99% active | AID 504766;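 active means inhibition above the mean over all tested compounds plus 3 SD, cut at about 4.2% in these data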;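 further: 0% = DAX1-transfected cells with DMSO and 100% = empty-vector control cells with DMSO; inhibition shows as a rise in luminescence from relieved DAX1 repression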
ADAM10 inh: inhibits human ADAM10. O14672. 370,000 tested, 0.62% active. recombinant ADAM10, EDANS/DABCYL FRET peptide cleavage, 3 h. inhibition, % at 7 µM. AID 720582;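 active means inhibition above a per-campaign cutoff equal to the mean of compounds falling between control-based bounds plus 3 SD, cut at about 20% in these data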;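 further: 0% = DMSO wells while the 100% control is not disclosed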
* = called active by the depositor.

CCCCCn1c(=O)c(C(=O)Nc2ccccc2N)c(O)c2ccccc21 was read as SMARCA2 activ -1, ssDAF-12 act 0.0, GC-B act 6, hgDAF12 agonist 1.7, hcDAF-12 act 2.6, FXN GAA850 act 2.0, sPLA2-III inh 2, DAX1 inh-1 0.2, NPR1 activator -2, DAX1 inh-2 0.6 and ADAM10 inh -7.
For CCCCOCCCn1c(N)c(C(=O)OC(C)COC)c2nc3ccccc3nc21 (stereo not drawn) the results were SMARCA2 activ 3, ssDAF-12 act -1.1, GC-B act -3, hgDAF12 agonist 2.5, hcDAF-12 act -0.9, FXN GAA850 act -1.7, sPLA2-III inh -2, DAX1 inh-1 -0.2, NPR1 activator -3, DAX1 inh-2 -1.8 and ADAM10 inh -484.
Cc1ccccc1N1C(=O)NC(=O)/C(=C\c2cc(Br)c(N3CCOCC3)o2)C1=O was read as SMARCA2 activ -1, ssDAF-12 act -0.8, GC-B act -1, hgDAF12 agonist -0.7, hcDAF-12 act -0.3, FXN GAA850 act 5.0, sPLA2-III inh -9, DAX1 inh-1 -0.2, NPR1 activator -4, DAX1 inh-2 1.0 and ADAM10 inh -7.
Screening CCOC(=O)N(c1ccccc1)P1(=S)OCC(C)O1 (stereo not drawn) returned SMARCA2 activ -2, ssDAF-12 act -1.7, GC-B act -1, hgDAF12 agonist 0.5, hcDAF-12 act -1.5, FXN GAA850 act 0.7, sPLA2-III inh -1, DAX1 inh-1 1.7, NPR1 activator 0, DAX1 inh-2 -0.3 and ADAM10 inh -2.
`c1ccc(CN2CCNCC2)nc1` gave SMARCA2 activ -3, ssDAF-12 act -0.8, GC-B act 2, hgDAF12 agonist -0.5, hcDAF-12 act 1.4, FXN GAA850 act 1.4, sPLA2-III inh 2, DAX1 inh-1 0.1, NPR1 activator -7, DAX1 inh-2 -0.9 and ADAM10 inh -4.
Screening CSCCC(c1nnnn1-c1ccc2c(c1)OCCO2)N1CCC2(CC1)C(=O)NCN2c1ccccc1 (stereo not drawn) returned SMARCA2 activ -1, ssDAF-12 act -1.0, GC-B act -2, hgDAF12 agonist 1.9, hcDAF-12 act -2.7, sPLA2-III inh -16, DAX1 inh-1 -1.1, NPR1 activator -7 and ADAM10 inh 7.
`COC(=O)C(O)(c1ccc(N=Cc2ccccc2O)c(C)c1)C(F)(F)F` (stereo not drawn) gave SMARCA2 activ 0, ssDAF-12 act -0.6, GC-B act 1, hgDAF12 agonist 0.1, hcDAF-12 act -0.7, FXN GAA850 act -2.0, sPLA2-III inh 3, DAX1 inh-1 0.6, NPR1 activator 6, DAX1 inh-2 1.0 and ADAM10 inh 8.
Screening Cn1c(O)c(C=NCCOc2ccc(Cl)cc2)c(=O)n(C)c1=O returned SMARCA2 activ 0, ssDAF-12 act -1.3, GC-B act -4, hgDAF12 agonist 3.1, hcDAF-12 act -2.3, FXN GAA850 act 0.4, sPLA2-III inh 1, DAX1 inh-1 -0.8, NPR1 activator 4, DAX1 inh-2 0.0 and ADAM10 inh 3.
`CCCCCCN1CCN(c2ccccc2Cl)CC1` gave SMARCA2 activ 7, ssDAF-12 act -1.4, GC-B act -5, hgDAF12 agonist 0.2, hcDAF-12 act -0.1, FXN GAA850 act 0.7, sPLA2-III inh -2, DAX1 inh-1 -0.3, NPR1 activator 1, DAX1 inh-2 0.1 and ADAM10 inh 5.
CC(=NCC1CCCO1)c1c(O)n(C2CCCCC2)c(=O)[nH]c1=O (stereo not drawn) was read as SMARCA2 activ -3, ssDAF-12 act -2.3, GC-B act 0, hgDAF12 agonist 0.5, hcDAF-12 act -2.1, FXN GAA850 act 1.3, sPLA2-III inh 8, DAX1 inh-1 -0.1, NPR1 activator 2, DAX1 inh-2 1.7 and ADAM10 inh 5.
`O=C1NC(=O)C(=CN2CCc3ccccc32)C(=O)N1` gave SMARCA2 activ 0, ssDAF-12 act -1.1, GC-B act 0, hgDAF12 agonist 2.5, hcDAF-12 act 2.4, FXN GAA850 act 1.6, sPLA2-III inh -6, DAX1 inh-1 -1.0, NPR1 activator -2, DAX1 inh-2 0.1 and ADAM10 inh -80.
Cc1cc(OCC(=O)N[C@@H](Cc2ccccc2)C(=O)O)c2c3c(c(=O)oc2c1)CCC3 was read as SMARCA2 activ -2, ssDAF-12 act -0.7, GC-B act -5, hgDAF12 agonist -0.3, hcDAF-12 act 0.2, FXN GAA850 act -0.5, sPLA2-III inh 8, DAX1 inh-1 0.4, NPR1 activator 1, DAX1 inh-2 1.4 and ADAM10 inh inactive.
`CCCCn1c(=O)c(C(=O)NCc2ccccc2)c(O)c2ccccc21` gave SMARCA2 activ -4, ssDAF-12 act -0.3, GC-B act 0, hgDAF12 agonist -0.1, hcDAF-12 act -2.3, FXN GAA850 act 0.8, sPLA2-III inh 10, DAX1 inh-1 -0.4, NPR1 activator 0, DAX1 inh-2 0.5 and ADAM10 inh -5.
Screening C=CCn1c(O)c(C(C)=NCCCO)c(=O)[nH]c1=O returned SMARCA2 activ 1, ssDAF-12 act -1.1, GC-B act -2, hgDAF12 agonist 1.1, hcDAF-12 act 2.2, FXN GAA850 act -1.4, sPLA2-III inh -4, DAX1 inh-1 0.6, NPR1 activator -11, DAX1 inh-2 1.1 and ADAM10 inh -3.
`Cc1ccc(C(c2nnnn2Cc2ccccc2)N2CC=C(c3ccc(F)cc3)CC2)cc1` (stereo not drawn) gave SMARCA2 activ -1, ssDAF-12 act -1.5, GC-B act -2, hgDAF12 agonist -0.4, hcDAF-12 act -1.7, FXN GAA850 act 2.2, sPLA2-III inh -4, DAX1 inh-1 -0.6, NPR1 activator 3, DAX1 inh-2 0.3 and ADAM10 inh -8.
`Cc1cc(C(=O)CS(=O)c2ccc(F)cc2)cc(C)c1OC(=O)N(C)C` (stereo not drawn) gave SMARCA2 activ -2, ssDAF-12 act -0.5, GC-B act 5, hgDAF12 agonist 7.2, hcDAF-12 act 0.8, FXN GAA850 act 4.5, sPLA2-III inh -10, DAX1 inh-1 0.6, NPR1 activator 4, DAX1 inh-2 0.6 and ADAM10 inh -4.
Screening Cc1ccc(-n2c(/C=C/c3ccccn3)nc3ccccc3c2=O)cc1 returned SMARCA2 activ 1, ssDAF-12 act -1.0, GC-B act -5, hgDAF12 agonist -0.5, hcDAF-12 act -0.4, FXN GAA850 act 1.7, sPLA2-III inh 16, DAX1 inh-1 -0.4, NPR1 activator 0, DAX1 inh-2 -1.8 and ADAM10 inh -3.
O=C(CNC(=O)OCc1ccccc1)Nc1ccc(Br)cc1C(=O)c1ccccc1Cl was read as SMARCA2 activ -4, ssDAF-12 act -0.3, GC-B act -5, hgDAF12 agonist 1.3, hcDAF-12 act 0.0, FXN GAA850 act 0.2, sPLA2-III inh 10, DAX1 inh-1 0.3, NPR1 activator -18, DAX1 inh-2 -1.4 and ADAM10 inh 4.
Screening COc1cc(C[C@@H](C)N)c(OC)cc1I returned SMARCA2 activ -3, ssDAF-12 act -1.4, GC-B act 1, hgDAF12 agonist 8.6, hcDAF-12 act 0.6, FXN GAA850 act 1.5, sPLA2-III inh 8, DAX1 inh-1 -0.1, NPR1 activator -5, DAX1 inh-2 -0.2 and ADAM10 inh -4.
`COC(=O)C1=C(c2ccccc2)C[C@@H]2CC[C@H]1N2C(=O)NCc1cccc2ccccc12` gave SMARCA2 activ 0, ssDAF-12 act -1.6, GC-B act -12, hgDAF12 agonist -1.9, hcDAF-12 act -0.2, FXN GAA850 act -2.6, sPLA2-III inh -7, DAX1 inh-1 -0.1, NPR1 activator -8, DAX1 inh-2 -0.7 and ADAM10 inh 3.
C/C(=N/OC(=O)N(C)C)c1ncc(C(F)(F)F)cc1N1CCOCC1 was read as SMARCA2 activ 6, ssDAF-12 act -1.0, GC-B act 1, hgDAF12 agonist -3.3, hcDAF-12 act -0.6, FXN GAA850 act 2.1, sPLA2-III inh 5, DAX1 inh-1 -0.8, NPR1 activator 2, DAX1 inh-2 1.5 and ADAM10 inh -61.
`COc1ccc2[nH]cc(CCN=C(N)N)c2c1` gave SMARCA2 activ -1, ssDAF-12 act -1.3, GC-B act 1, hgDAF12 agonist -2.6, hcDAF-12 act -2.2, FXN GAA850 act 3.0, sPLA2-III inh 0, DAX1 inh-1 0.2, NPR1 activator -1, DAX1 inh-2 0.2 and ADAM10 inh -7.
CCCN(CCC)[C@@H]1CCc2cccc(O)c2C1 was read as SMARCA2 activ -3, ssDAF-12 act -0.6, GC-B act 0, hgDAF12 agonist 3.5, hcDAF-12 act -1.0, FXN GAA850 act -1.9, sPLA2-III inh 9, DAX1 inh-1 0.9, NPR1 activator 1, DAX1 inh-2 -0.7 and ADAM10 inh -11.
`Cc1ccccc1N1C(=O)NC(=O)/C(=C\c2cnn(-c3ccccc3)c2)C1=O` gave SMARCA2 activ -1, ssDAF-12 act 0.2, GC-B act 10, hgDAF12 agonist 3.1, hcDAF-12 act 1.1, FXN GAA850 act 6.0, sPLA2-III inh 6, DAX1 inh-1 0.9, NPR1 activator 45*, DAX1 inh-2 -0.6 and ADAM10 inh 0.
For C=C[C@@H]1C[C@@]1(C)[C@@H](NP(=O)(c1ccccc1)c1ccccc1)c1ccccc1 the results were SMARCA2 activ 1, ssDAF-12 act -1.4, GC-B act -15, hgDAF12 agonist 0.0, hcDAF-12 act -2.1, FXN GAA850 act -0.3, sPLA2-III inh 1, DAX1 inh-1 -0.7, NPR1 activator -22, DAX1 inh-2 1.0 and ADAM10 inh 4.
`CCCOc1ccccc1C1SCC(=O)Nc2c1c(=O)[nH]n2C(C)CCC` (stereo not drawn) gave SMARCA2 activ 1, ssDAF-12 act -0.9, GC-B act 4, hgDAF12 agonist -0.1, hcDAF-12 act -1.7, FXN GAA850 act 0.0, sPLA2-III inh -4, DAX1 inh-1 0.5, NPR1 activator -2, DAX1 inh-2 0.7 and ADAM10 inh 7.
For O=C(c1ccc(F)cc1)C(Cc1ccccc1)N1CCCCC1 (stereo not drawn) the results were SMARCA2 activ -1, ssDAF-12 act -0.8, GC-B act 1, hgDAF12 agonist 0.0, hcDAF-12 act -0.9, FXN GAA850 act 1.1, sPLA2-III inh 2, DAX1 inh-1 -0.2, NPR1 activator 0, DAX1 inh-2 -1.2 and ADAM10 inh -7.
Screening COc1ccccc1CCNC1CCC(C)CC1 (stereo not drawn) returned SMARCA2 activ -3, ssDAF-12 act -1.0, GC-B act -6, hgDAF12 agonist -1.8, hcDAF-12 act -1.3, FXN GAA850 act -1.4, sPLA2-III inh 7, DAX1 inh-1 -0.2, NPR1 activator 2, DAX1 inh-2 0.0 and ADAM10 inh -8.
CC1(C)N(O)C2CCCCC2N1O (stereo not drawn) was read as SMARCA2 activ -1, ssDAF-12 act -0.8, GC-B act 4, hgDAF12 agonist 0.1, hcDAF-12 act -1.5, FXN GAA850 act 0.4, sPLA2-III inh 5, DAX1 inh-1 0.2, NPR1 activator 9, DAX1 inh-2 -0.8 and ADAM10 inh -9.
Cc1cc2oc(=O)cc(-c3cc4ccccc4o3)c2cc1OC(=O)N(C)C was read as SMARCA2 activ -3, ssDAF-12 act -0.8, GC-B act 2, hgDAF12 agonist 0.9, hcDAF-12 act -2.4, FXN GAA850 act 1.4, sPLA2-III inh -3, DAX1 inh-1 -0.4, NPR1 activator -2, DAX1 inh-2 0.6 and ADAM10 inh -45.

The list is partial (hit frequency here may not be typical).
